Peg3 imprint: inducers of genomic imprint erasure in mouse ES cells | mouse ES Peg3-LacZ reporter, beta-gal luminescence, 40 h | Potency, µM (highest dose often 60.7 µM), without a hit: at the top dose activity change, positive = activation, actives largely listed as activators | hit rate 0.02% among 110,000;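 further: 0% = negative control wells on the plate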
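Gelatin-coated wells received 300 freshly trypsinized female ES cells with a Peg3LacZ-Neo reporter on the maternal allele, then incubated 40 hours at 37C. BetaGlo was added for 5 minutes at room temperature before a single luminescence read.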
p53ts 32C tox: p53ts cell cytotoxicity, permissive temperature | H1299-p53A138V at 32C, ATP luminescence viability, 24 h | Potency, µM (doses to about 46.1 µM), for the others: at the top dose activity change, negative = cytotoxicity, usual class: cytotoxic | hit rate 0.93% among 130,000;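 further: 0% = DMSO and -100% = full killing by reference compound; nearly all actives have a fitted effect of over 55% in size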
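Cells: H1299 p53ts (A138V), 600/well, pre-incubated 16–30 h at 37C. Cpd up to 46 uM, 24 h, 32C. Readout: ATPlite luminescence, 20 min RT. Normalization: DMSO vs tamoxifen 100 uM. AC50 by Hill equation.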
p53ts 39C tox: p53ts cell cytotoxicity, nonpermissive temperature | H1299-p53A138V viability at 39C, ATP luminescence, 24 h | Potency, µM (series often up to 46.1 µM), for the others: top-dose activity change, negative = cell killing, usual class: cytotoxic | hit rate 1.5% among 130,000 | AID 902; further: nearly all actives have a fitted effect of over 55% in size
IkB signaling: IkB pathway inhibition in ABC-DLBCL cells; AID 445; Potency, µM (titrated, usually from 57.1 µM), for inactives: at the highest dose IkBa stabilization activation; ABC-DLBCL IkBa-CBG/CBR dual luciferase ratio, 4 h; response scale: scaled: untreated 0%, proteasome inhibitor 100%; hit rate 0.04% among 110,000; active means well fitted curve in the direction sought with a large enough effect in the signal ratio, not every such curve was filed as active; inconclusive means small, poorly fitted or top-dose-only effect, or a change in a side signal; the % refers to the signal ratio;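 further: the direction sought is a rising ratio; 0% = basal untreated cells and 100% = reference inhibitor full response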
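In this assay, an IκBα–CBG68 fusion accumulates when IKK-driven degradation is blocked; native CBR normalizes for cell number. OCI-Ly3 cells were treated 4 h with compound and doxycycline, then green and red light read after Chroma-Glo addition.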
The depositor's hits bear a star; ? = inconclusive; nt = not tested or not shown; & = joins results of further samples; [ ] = another dose, or the depositor's remark. Unless noted, the call rests on the fitted dose curve; in most records, active means well fitted curve in the direction sought with a large enough effect; inconclusive means small, poorly fitted or top-dose-only effect, or another doubt; inactive means no such curve, though single readings can be large; an effect the other way counts as inactive or inconclusive. Unless noted, on the % scale 0 is the no-effect control and ±100 the full control effect; potency means the concentration at half of the fitted maximal effect.

SMILES	Peg3 imprint	p53ts 32C tox	p53ts 39C tox	IkB signaling
CC(=O)NCc1nc2cccnc2n1Cc1ccccc1	-9%[10.9 µM]	-3%	-23%	1.3%
COc1ccc(NC(=O)CSc2nc3c([nH]c4ccccc43)c(=O)n2-c2ccccc2)c(OC)c1	10%[10.9 µM]	-1%	-17%	7.1%
Cc1nc2cnc(N3CCNCC3)nc2n(CCc2ccccc2)c1=O	-25%	-3%	-10%	-0.2%[11.4 µM]
CCOC(=O)c1ccc(NCn2c(=O)oc3ccccc32)cc1	10%	-9%	2%	?
COc1ccc(-c2nc(C)c(CCNS(=O)(=O)c3ccc(F)cc3)s2)cc1OC	-1%[10.9 µM]	-5%	?	?
COc1cccc(NC(=O)C2CC(=O)N(C)C(=Nc3cccc(F)c3)S2)c1 (configuration not stated)	-16%	-3%	-14%	?
Cn1c(SCc2ccccc2F)nc2cccnc21	-57%[inhibitor]	-8%	-23%	-1.9%
COc1cc(/C=N/Nc2ccc([N+](=O)[O-])cc2S(=O)(=O)N2CCOCC2)cc(OC)c1OC	nt	-11%	-6%	nt
O=C(CN1CCN(S(=O)(=O)c2ccc(Cl)cc2)CC1)Nc1ccc(F)cc1F	nt	-5%	-10%	nt
O=C1c2ccccc2C(=O)N1n1c(=O)[nH]c2ccccc2c1=O	-11%	-2%	-5%	1.5%
COc1ccccc1Oc1nc2c(c(=O)n(Cc3ccccc3F)c(=O)n2C)n1C	-2%	8%	10%	2.5%
O=C(c1ccccc1)N(Cc1ccc2c(c1)OCO2)Cc1nc2ccccc2c(=O)[nH]1	-12%	-2%	-4%	0.1%
CC(=O)c1ccc(NC(=O)c2nc(-c3ccccc3)n(-c3ccc(Cl)cc3)n2)cc1	-5%[10.9 µM]	0%	-15%	-1.5%
CCC(C)(C)n1nnnc1C(c1ccncc1)N1CCN(c2cccc(OC)c2)CC1 (configuration not stated)	-7%	-2%	-10%	-0.7%
COc1ccc(C(C)(C)C)cc1NC(=O)COC(=O)c1ncc(Cl)c(Cl)c1Cl	nt	-15%	13%	nt
Cc1cnc(CNc2ccnc(-c3cccc(NS(C)(=O)=O)c3)n2)cn1	-18%	5%	-6%	-0.1%[11.4 µM]
CCOc1ccc(C2N(c3ccc(F)cc3)C(=O)C3CCCN32)cc1OC (configuration not stated)	-13%	-2%	2%	1.5%
Cc1ccc(Cl)cc1NC(=O)c1cc(CN2CCCC2)on1	-9%[10.9 µM]	-4%	-26%	0.7%
CCCc1nc2ccccc2c(=O)n1/N=C/c1ccccc1O	-14%	?	21%	7.0%
Cn1c(N2CCCCC2)nc2c1c(=O)[nH]c(=O)n2C	-2%	-4%	2%	-0.9%
CCOc1ccc2nc(NC(=O)c3nc(SCc4ccccc4C)ncc3Cl)sc2c1	-7%[10.9 µM]	-14%	?	-1.8%
C=CCSc1nnc(CSc2nc3sc4c(c3c(=O)[nH]2)CCCC4)n1-c1ccccc1	-13%	-1%	5%	?
CSCCC(NS(=O)(=O)c1ccc2c(c1)oc(=O)n2C)C(=O)NCCc1ccc(C)cc1 (configuration not stated)	-9%[10.9 µM]	10%	-22%	0.2%
CC1CC[C@@]2(OC1)OC1CC3C4CC[C@H]5CC(O)CC[C@@]5(C)C4CC[C@]3(C)C1C2C (some centres not stated)	-9%	7%	7%	nt
CCc1ccc(C(=O)CSc2n[nH]c(C)n2)cc1	-6%	0%	1%	-1.8%
CCOC(=O)c1c(NC(=O)CSc2nnc(-c3ccccc3C)n2C)sc(C(C)=O)c1C	-21%	13%	-14%	?
C=CCN1CCN(C(c2ccc(OC)c(OC)c2)c2nnnn2C(C)(C)C)CC1 (configuration not stated)	-1%	4%	4%	-0.2%
Oc1c(C(c2ccccn2)N2CCOCC2)ccc2cccnc12 (configuration not stated)	-22%	?	13µM*	?
CC(C)(C)C1CCc2c(sc(NC(=O)CSc3ncn[nH]3)c2C#N)C1 (configuration not stated)	nt	0%	24%	nt
COc1ccc(NC(=O)c2cccs2)cc1O	-61%[inhibitor]	-25%	?	?
CC(C(N)=O)N1C(=O)C2C3C=CC(C3)C2C1=O (configuration not stated)	-4%	9%	10%	-2.2%
Cc1ccc(N2C(=O)CSC23C(=O)Nc2ccccc23)cc1 (configuration not stated)	-4%	-5%	-6%	-0.2%
c1cc(-c2sc(-c3ccncc3)c(-c3ccncc3)c2-c2ccncc2)ccn1	-2%[10.9 µM]	3%[9.22 µM]	0%[9.22 µM]	-0.6%[11.4 µM]
CCOC(=O)c1sc2nc(C)cc(C)c2c1NC(=O)c1ccco1	4%	-7%	-5%	-0.7%
Cc1cccc(C)c1NC(=O)c1cc2sccc2n1Cc1ccc(F)cc1	12%[10.9 µM]	-17%	13µM*	0.8%
COc1cccc(C2CC(C(F)(F)F)n3ncc(C(=O)NCc4ccco4)c3N2)c1 (configuration not stated)	4%	6%	15%	3.2%
COc1cccc(-c2ccc3ncnc(N4CCNCC4)c3c2)c1	-22%	4%	16%	-0.7%[11.4 µM]
COc1cccc2cc(S(=O)(=O)c3ccc(F)c(C)c3)c(=O)oc12	3%[10.9 µM]	0%	4%	-1.4%
C=CCn1c(SCC(=O)NCc2ccccc2)nnc1-c1ccccc1O	-2%	2%	7%	-0.7%
COC(=O)N1CCC2(CC1)CN(C(c1ccccc1)c1ccccc1)C2	nt	4%	5%	1.0%[11.4 µM]

Retrieved by structure from the entries so far (four):
SMILES	Peg3 imprint	p53ts 32C tox	p53ts 39C tox	IkB signaling
CCOc1ccc2nc(NC(=O)c3nc(SCc4ccccc4C)ncc3Cl)sc2c1	-7%[10.9 µM]	-14%	?	-1.8%
c1cc(-c2sc(-c3ccncc3)c(-c3ccncc3)c2-c2ccncc2)ccn1	-2%[10.9 µM]	3%[9.22 µM]	0%[9.22 µM]	-0.6%[11.4 µM]
COC(=O)N1CCC2(CC1)CN(C(c1ccccc1)c1ccccc1)C2	nt	4%	5%	1.0%[11.4 µM]
Cc1cccc(C)c1NC(=O)c1cc2sccc2n1Cc1ccc(F)cc1	12%[10.9 µM]	-17%	13µM*	0.8%

Gathered by group, the entries above with a furan ring, fused or not.
SMILES	Peg3 imprint	p53ts 32C tox	p53ts 39C tox	IkB signaling
CCOC(=O)c1sc2nc(C)cc(C)c2c1NC(=O)c1ccco1	4%	-7%	-5%	-0.7%
COc1cccc(C2CC(C(F)(F)F)n3ncc(C(=O)NCc4ccco4)c3N2)c1 (configuration not stated)	4%	6%	15%	3.2%

Going on with the list.
SMILES	Peg3 imprint	p53ts 32C tox	p53ts 39C tox	IkB signaling
O=c1cc(NCCO)c2ccccc2o1	-6%	-11%	-5%	3.9%
CCN(CC)S(=O)(=O)c1ccc(-c2nnc(SCC(=O)Nc3ccc(OC)cc3)o2)cc1	nt	20%	18%	nt
O=C(CSCCSCC(=O)c1ccco1)c1ccco1	-12%	6%	-4%	0.3%
CC(=O)c1cccc(NC(=O)[C@H](Cc2ccccc2)N2Cc3ccccc3C2=O)c1	-7%[10.9 µM]	0%	-11%	?
N[C@H](CCC(=O)N[C@H](CSN=O)C(=O)NCC(=O)O)C(=O)O	-12%	-3%&-1%	-2%&11%	?
C=CCn1c(SCC(=O)NCC2CCCO2)nc2scc(-c3ccco3)c2c1=O (configuration not stated)	-11%	13%	-5%	2.2%
CN1c2ccccc2N(C)C1c1ccc2c(c1)OCO2	-34%[inhibitor]	-9%	-3%	2.4%
Oc1ccccc1C(=S)N1CCCCC1	-2%	-15%	-7%	-1.1%
O=C(c1cnccn1)N1CCC2(CC1)CN(Cc1cc(C(F)(F)F)cc(C(F)(F)F)c1)C2	nt	5%	-1%	-2.1%[11.4 µM]
O=c1c2ccccc2nc(-c2ccccc2)n1CCCN1CCOCC1	-9%	-2%	12%	3.1%
COC(=O)c1ccc(NC(=O)CS(=O)(=O)Cc2ccccc2)cc1	-3%	9%	12%	3.1%
COc1ccc(-n2cnc3cc(C(=O)NCCC4=CCCCC4)ccc32)cc1	-19%[10.9 µM]	-5%	3%	-5.7%
CC(C)c1ccc(S(=O)(=O)c2cnc(SCC(=O)Nc3ccc4c(c3)OCCO4)[nH]c2=O)cc1	-6%[10.9 µM]	11%	-9%	?
COC(=O)c1ccccc1NC(=O)CSc1nc(C)c(Cl)c(C)c1C#N	11%[10.9 µM]	-6%	10%	?
Cn1c(=O)[nH]c2ncn(C)c2c1=O	?	-3%&0%	13%&8%	6.2%
CC1(C(=O)NCc2cccnc2)CCC(=O)N1Cc1cccs1 (configuration not stated)	-7%	-6%	-9%	6.1%
O=C(O)Cn1nnnc1-c1ccc(F)cc1	-8%	-4%	5%	0.2%
COc1ccccc1NC(=O)CSc1oc(-c2cccs2)nc1S(=O)(=O)c1ccc(C)cc1	-10%[10.9 µM]	5%	-24%	?
Cc1[nH]c2ccc(Br)cc2c(=O)c1CN1CCOCC1	-9%	-1%	8%	-1.4%
COc1ccc(NC(=O)Cn2cc(C(=O)c3ccncc3)c(=O)c3cc(C)ccc32)cc1Cl	4%[10.9 µM]	0%	-9%	-1.4%

Shown as a markdown table: part of the list above.
| structure | Peg3 imprint | p53ts 32C tox | p53ts 39C tox | IkB signaling |
| --- | --- | --- | --- | --- |
| COc1cccc(C2CC(C(F)(F)F)n3ncc(C(=O)NCc4ccco4)c3N2)c1 (configuration not stated) | 4% | 6% | 15% | 3.2% |
| COc1ccc(NC(=O)Cn2cc(C(=O)c3ccncc3)c(=O)c3cc(C)ccc32)cc1Cl | 4%[10.9 µM] | 0% | -9% | -1.4% |

Later entries
SMILES	Peg3 imprint	p53ts 32C tox	p53ts 39C tox	IkB signaling
N#Cc1ccc2ccn(CC(=O)N3CCCc4ccccc43)c2c1	-7%	-2%	6%	2.1%
COc1ccc(N2C(N)=C(C#N)C(c3cc(CN4CCOCC4)cs3)C3=C2CCCC3=O)cc1 (configuration not stated)	-13%[10.9 µM]	0%	-7%	?
Cc1ccc(CNC(=O)Cn2c(=O)n(-c3ccc(Cl)cc3)c(=O)c3c(C)c(C)sc32)cc1	-7%[10.9 µM]	-3%	35%[activator]	?
N=c1c2c(-c3ccccc3)c(-c3ccccc3)n(Cc3ccco3)c2ncn1CCN1CCOCC1	-16%	?	2%	4.2%
CCOC(=O)c1cccc(NC(=O)CN2C(=O)c3ccccc3Sc3ncccc32)c1	-6%[10.9 µM]	0%	-17%	0.0%
CCCCN(C)CCNC(=O)CN1C(=O)CSc2ccc(S(=O)(=O)N3CCCCC3)cc21	-21%[10.9 µM]	-9%	?	?
CCn1c(COc2ccc(Cl)cc2)nnc1SCC(=O)Nc1ccc2c(c1)OCCO2	-13%	3%	6%	0.6%
CC(=O)c1c(C)n(S(=O)(=O)c2ccc(Cl)cc2)c2ccc(NS(=O)(=O)c3ccc(Cl)cc3)cc12	-16%[10.9 µM]	13%	-3%	3.9%
CCC(=O)N1c2ccccc2CC1C(=O)NCCN1CCN(c2cccc(Cl)c2)CC1 (configuration not stated)	-13%[10.9 µM]	-9%	7%	?
O=C(NCc1ccccc1)C(=O)NCC(c1ccc2c(c1)OCO2)N1CCOCC1 (configuration not stated)	26%[10.9 µM]	-6%	-7%	?
CCn1nnnc1SCC(=O)N1CCOCC1	-9%	0%	8%	1.2%
O=C(Nc1ccccc1)NC1(C(=O)NCc2ccco2)CCCCC1	6%	-4%	4%	0.2%
O=C1NC(=S)S/C1=C1\Sc2ccccc2N1CCCS(=O)(=O)O	-11%	-1%	7%	0.9%
COc1ccc(-c2nc3c(C#N)c[nH]n3c2NC2CCCC2)c(OC)c1	-12%[10.9 µM]	-2%	-13%	1.8%
O=C(CCc1ccccc1)Nc1nc2ccc(S(=O)(=O)N3CCOCC3)cc2s1	-10%	2%	2%	-1.9%
O=C(O)/C(Cc1cn[nH]n1)=N\O	-9%[10.9 µM]	2%[9.22 µM]	1%[9.22 µM]	-0.4%[11.4 µM]
O=C(O)COc1ccc(-c2nnn(Cc3ccccc3F)n2)cc1	-10%	-3%	5%	-0.6%
O=C(Nc1cccc(C(=O)N2CCOCC2)c1)c1ncn[nH]1	7%	5%	3%	-2.8%
CC1=C(C(=O)Nc2c(C)cc(C)cc2C)C2(CCN(C(C)C)CC2)OC1=O	-8%[10.9 µM]	-5%	10%	2.2%
CC1CCN(CCCNC(=O)c2n[nH]c(=O)c3ccccc23)CC1	-16%	1%	-11%	1.7%
COc1ccc(CCNC(=O)CCNS(=O)(=O)c2ccc3c(c2)CCN3C(C)=O)cc1OC	-17%	1%	-3%	-0.8%

Source: PubChem BioAssay
